Assay outcomes from PubChem.
Pf growth 96h: P. falciparum growth inhibition at 96 hour, primary screen for plastid delayed-death inhibitors; P. falciparum luciferase reporter growth, 96 h; Potency, µM (highest dose often 28.7 µM), for inactives: at the top dose activity change, negative = inhibition, usual class: inhibitors; actives 6.9% (n = 320,000); AID 504834; note: potency is the fitted concentration of half-maximal effect; % is set by controls: 0 for no effect and ±100 for the full control effect
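Plates of compound plus infected erythrocytes (2% hematocrit, 0.05% parasitemia final) incubate 96 hours, 37 C, 5% CO2. Detection reagent added; reduced luminescence from the parasites' luciferase reporter flags inhibition.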
Cycloheximide cs: affects cycloheximide protein synthesis inhibition readout, counter-screen; max response, %; cell reporter, cycloheximide protein synthesis inhibition counterscreen; actives 12% (n = 300,000); in the data active = max response mostly above about 13%, no sharp cut-off; inactive = mostly below about 14%; note: read at 38.3 µM for the half of the compounds with a filed dose; 0% is about no effect
Shiga inhibitor: Shiga toxin inhibition | Vero cells, Shiga toxin protein synthesis inhibition reporter | inhibition, % at 38.7 µM | actives 9.2% (n = 290,000); in the data active = inhibition mostly above about 28%, no sharp cut-off; inactive = mostly below about 43%; note: 0% is about no effect
HCV inhibitor: blocks hepatitis C virus; Huh7.5.1 HCVcc-Cre infection, luciferase reporter, 44 h; Potency, µM (titrated, usually from 41.8 µM), for the others: at the highest dose activity change, negative = inhibition, usual class: inhibitors; actives 3.4% (n = 340,000); note: potency is the fitted concentration of half-maximal effect; % is set by controls: 0 for no effect and ±100 for the full control effect
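After 44 h co-culture of compound, cells and HCVcc-Cre (~0.5 moi), substrate is added for 15 min at room temperature and luciferase measured over 15 sec. Cells were seeded at 1,000/well and pre-cultured 4 h.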
Pf growth 48h: P. falciparum growth inhibition at 48 hours (one generation); Potency, µM (highest dose often 28.7 µM), inactives show top-dose activity change, negative = inhibition, hits mostly inhibitors; P. falciparum luciferase growth in erythrocytes, 48 h; actives 5.9% (n = 310,000); note: potency is the fitted concentration of half-maximal effect; % is set by controls: 0 for no effect and ±100 for the full control effect
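First compound was added to culture medium, then infected red cells at 0.1% parasitemia and 2% hematocrit (final). After incubation at 37 C under 5% CO2, luciferase detection reagent was dispensed and light output recorded.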
LmPK inh: LmPK (Leishmania mexicana) enzyme inhibition | Q27686 | purified LmPK, Kinase-Glo ATP luminescence, 1 h | Potency, µM (doses to about 57.5 µM), inactives show at the highest dose activity change, negative = inhibition, hits mostly inhibitors | actives 0.37% (n = 290,000) | AID 1721; note: potency is the fitted concentration of half-maximal effect; % is set by controls: 0 for no effect and ±100 for the full control effect
Target sequence (Q27686 whole entry, looked up): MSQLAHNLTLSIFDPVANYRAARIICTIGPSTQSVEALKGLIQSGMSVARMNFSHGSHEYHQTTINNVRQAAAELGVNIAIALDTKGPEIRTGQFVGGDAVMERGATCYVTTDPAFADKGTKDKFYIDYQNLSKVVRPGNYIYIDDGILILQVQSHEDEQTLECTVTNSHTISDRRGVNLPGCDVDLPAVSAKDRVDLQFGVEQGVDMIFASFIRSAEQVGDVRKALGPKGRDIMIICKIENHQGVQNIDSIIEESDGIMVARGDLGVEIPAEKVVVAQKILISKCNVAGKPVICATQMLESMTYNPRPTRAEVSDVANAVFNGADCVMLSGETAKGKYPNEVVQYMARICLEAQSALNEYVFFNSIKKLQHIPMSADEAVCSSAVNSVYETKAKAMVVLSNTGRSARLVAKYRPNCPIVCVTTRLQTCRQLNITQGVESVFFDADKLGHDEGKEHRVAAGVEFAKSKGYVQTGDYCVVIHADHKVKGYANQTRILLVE
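0.1 nM LmPK, 0.5 mM PEP, 0.1 mM ADP; 50 mM imidazole pH 7.2, 7 mM MgCl2, 50 mM KCl; 1 h RT. Kinase-Glo luminescence readout, normalized to no-enzyme (full inhibition) and uninhibited wells.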
TbPYK inhibitor: T. brucei pyruvate kinase inhibition | Q57TT1 | TbPYK enzyme, Kinase-Glo Plus ATP luminescence, 45 min | Potency, µM (titrated, usually from 76.8 µM), inactives show at the top dose activity, negative = inhibition, usual class: inhibitors | actives 0.12% (n = 410,000) | AID 624173; note: potency is the fitted concentration of half-maximal effect; % is set by controls: 0 for no effect and ±100 for the full control effect; nearly all actives have a fitted effect of over 50% in size
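In this concentration-response screen, enzyme-free wells defined baseline while DMSO plates tracked drift. Each reaction combined TbPYK, substrate, compound and 130 uM ADP for 45 min at room temperature. Kinase-Glo Plus luminescence gave the signal.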
Starred values were filed as active, the others as inactive; ? = inconclusive; nt = not tested or not shown; & = joins results of further samples; [ ] = remark or other dose. Unless noted, calls come from the whole dose curve; as a rule, active = well fitted curve in the direction sought with a large enough effect; inconclusive = small, poorly fitted or top-dose-only effect, or another doubt; inactive = no such curve, though single readings can be large; an effect the other way counts as inactive or inconclusive.

The opening 5 entries (preview)
SMILES	Pf growth 96h	Cycloheximide cs	Shiga inhibitor	HCV inhibitor	Pf growth 48h	LmPK inh	TbPYK inhibitor
CC(=O)Nc1ccc(NC(=O)COC(=O)c2ccccc2SCC(=O)N2CCCC2)cc1	?	nt	nt	8%	8%	nt	-1%
O=C1c2cccc3cccc(c23)C(=O)N1c1ccccc1Cl	10%	-3	-2	0%	151%[activator]	12%	3%
CCOc1ccc(-c2c(C(=O)N/N=C/c3ccc(C)o3)nnn2-c2nonc2N)cc1	3%	0	21	-14%	21%	2%	-2%
Cc1ccc(N=Nc2c(O)[nH]c3ccc(F)cc23)cc1	436%[activator]	50*	67*	-3%	284%[activator]	1%	3%
CN1CCN(c2nc(-c3ccccc3)nc(-c3ccc(F)cc3)c2C#N)CC1	?	-3	-3	?	?	1%	-1%

Main list (from the top)
SMILES	Pf growth 96h	Cycloheximide cs	Shiga inhibitor	HCV inhibitor	Pf growth 48h	LmPK inh	TbPYK inhibitor
CC(=O)Nc1ccc(NC(=O)COC(=O)c2ccccc2SCC(=O)N2CCCC2)cc1	?	nt	nt	8%	8%	nt	-1%
O=C1c2cccc3cccc(c23)C(=O)N1c1ccccc1Cl	10%	-3	-2	0%	151%[activator]	12%	3%
CCOc1ccc(-c2c(C(=O)N/N=C/c3ccc(C)o3)nnn2-c2nonc2N)cc1	3%	0	21	-14%	21%	2%	-2%
Cc1ccc(N=Nc2c(O)[nH]c3ccc(F)cc23)cc1	436%[activator]	50*	67*	-3%	284%[activator]	1%	3%
CN1CCN(c2nc(-c3ccccc3)nc(-c3ccc(F)cc3)c2C#N)CC1	?	-3	-3	?	?	1%	-1%
C=C(C)C1CC=C(C)/C(=N/NC(=O)COc2ccccc2Cl)C1 (stereo unspecified)	?	-4	19	31%[activator]	?	-1%	-6%
Cn1c2ccccc2c2cc(/C=N/NC(=O)c3cc(O)cc(O)c3)ccc21	?	-3	-7	0%	?	10%	-2%
COc1ccc(-c2n[nH]c(C)c2-c2ccc(Cl)cc2)c(O)c1	10µM*	1	-11	?	8.3µM*	0%	-11%
CN(C)CCCn1c(N)c(C#N)c2nc3ccccc3nc21	4%	0	-7	-29%	-10%	-6%	-1%
O=C1N(Cc2cccnc2)C[C@@H]2C[C@@H](c3cccc(Oc4ccccc4)c3)N3CCC[C@@]123	?	-2	17	-29%	?	1%	6%
CCCCCCCCCc1nc2sc3c(c2c(=O)n1NC(=O)c1ccc([N+](=O)[O-])cc1)CC(C)(C)OC3	296%[activator]	1	2	11%	3%	2%	-18%
COc1cc(NC(=O)CSc2nnc3c(n2)[nH]c2ccc(S(=O)(=O)NC(C)C)cc23)cc(OC)c1OC	-27%	3	3	-13%	7%	-2%	-1%
O=c1nc2ccccc2c2n1CC(CN1CCN(c3ccc(F)cc3)CC1)N2 (stereo unspecified)	9%	-2	-2	12%	-18%	2%	-7%
Cc1cc(C)cc(OCC(O)CN2CC(C)OC(C)C2)c1 (stereo unspecified)	?	-1	-11	-2%	5%	0%	2%
CCCNC(=O)c1cccc(Br)c1	?	-4	-3	7%	20%	-10%	-3%
CC(Oc1ccccc1)c1ccnc2nc(N3CCOCC3)nn12 (stereo unspecified)	-13%	-2	11	-4%	-11%	-3%	5%
NC(=O)Cn1cc(C(=O)c2cccs2)c2ccccc21	?	-2	-7	9%	9%	3%	-5%
NC(=O)Cn1c(=O)n(CCC(=O)NCCSCc2ccccc2)c(=O)c2ccccc21	15%	-5	-18	3%	10%	-6%	-3%
Cc1cc(C)cc(C(=O)NC2CC(C)(C)NC(C)(C)C2)c1	14%	-4	-7	-7%	-4%	-4%	1%
COc1cc(/C(C)=N\NC(=O)CSc2nc3ccccc3n2C)ccc1O	-3%	1	-11	-25%	-16%	8%	-12%
O=C(O)C1CCCCN1C(=O)c1ccc(S(=O)(=O)N2CCCCCC2)cc1 (stereo unspecified)	-4%	nt	nt	14%	13%	nt	0%
Cc1csc(NC(=O)NCC2CCCC(CNC(=O)Nc3nc(C)cs3)C2)n1 (stereo unspecified)	?	30*	43*	?	12µM*	0%	0%
Cc1ccsc1C(=O)NNC(=O)c1cccc(S(=O)(=O)N2CCCC2)c1	12%	nt	nt	5%	1%	nt	-1%
O=C(CCN1C(=O)c2ccccc2C1=O)C1=NN[C@@H]2C(=O)N(c3ccc(F)cc3)C(=O)[C@H]12	?	-5	9	1%	33%	0%	-1%
Cc1c(OC(C)C(=O)NCC2CCC(C(=O)O)CC2)ccc2c(-c3ccccc3)cc(=O)oc12 (stereo unspecified)	?	0	13	24%	?	0%	2%
Cc1ccc(C2(c3ccc(C)cc3)NC(=O)N(Cc3c(C)noc3C)C2=O)cc1	nt	-4	-5	?	?	-2%	3%
Cc1cc(N2C(=O)C3CC=CCC3C2=O)cc(C)c1Br (stereo unspecified)	22%	-3	-1	3%	8%	-4%	3%
COC(=O)c1sccc1NC(=O)CCC1CCCC1	4%	11	25	-2%	nt	-4%	1%
CS(=O)(=O)N(CC(=O)NCc1ccco1)c1cc(C(F)(F)F)ccc1Cl	107%[activator]	-3	15	-3%	5%	1%	0%
O=C(CN(Cc1ccccc1)S(=O)(=O)c1ccccc1)N1CCOCC1	-17%	-4	-12	3%	-2%	-4%	nt
COC(=O)CC1COc2ccccc2N1S(=O)(=O)c1ccc(OC)cc1 (stereo unspecified)	?	-6	-4	-14%	?	18%	-3%
Cc1cccn2c(=O)c(/C=N/O)c(NCc3ccccc3)nc12	15%	4	-4	-21%	-13%	5%	2%
COc1ccc(S(=O)(=O)N(C(=O)c2ccncc2)c2ccc(OC(=O)c3ccncc3)cc2)cc1	10%	-8	-11	-4%	9%	6%	5%
COc1cc(/C=C2\N=C(c3ccccc3)NNC2=O)cc(OC)c1OC	?	-5	-6	5%	-29%	-8%	-2%
CCn1cc(C(=O)NCc2cccnc2)c(=O)c2cc(F)c(N3CCN(C(=O)c4ccco4)CC3)cc21	nt	-2	37	?	?	-6%	0%
Cc1cccc2nc(CSc3nncn3-c3ccccc3)cn12	-8%	-3	27	15%	28%	-8%	-9%
COc1ccc(NC(=O)C2CCN(c3nc(C)nc4c3CCC4)CC2)cc1	-16%	-3	-15	3.5µM*	4%	1%	3%
C=CCN(c1ccccc1)S(=O)(=O)c1cccc(C(=O)Nc2cccc(C)n2)c1	?	nt	nt	14µM*	?	nt	3%
C/C(=N/Nc1ncc(C(F)(F)F)cc1Cl)c1ccncc1	?	9	19	17%	?	0%	0%
COc1ccc(Br)cc1C(=O)NC(=S)Nc1ccc2[nH]c(=O)[nH]c2c1	?	-5	-4	6%	40%[activator]	6%	5%
Cc1c(NC(=O)COC(=O)c2ccc(O)cc2)c(=O)n(-c2ccccc2)n1C	88%[activator]	nt	nt	20%	8%	nt	0%
N=C(N)c1ccc(N)cc1	?	nt	nt	8%	?	nt	12%
CC(=O)N/N=C/c1ccccc1OCCOc1cccc(C)c1	-13%	2	-8	-13%	31%	-2%	5%
O=[N+]([O-])c1ccc(N=Nc2ccc(O)cc2O)cc1	0.33µM*	32	26	?	nt	-17%	8%
CCC(=O)NNc1ncnc2c1cnn2C	-40%	-3	44	6%	30%	9%	-2%
O=S(=O)(c1ccc(NC(=S)NN=C(Cc2ccccc2)Cc2ccccc2)cc1)N1CCOCC1	?	13	9	10µM*	-23%	2%	-13%
CCC(C)[C@H](NC(=O)NCc1cccs1)C(=O)OC (stereo partly specified)	-30%	-4	-10	2%	18%	-1%	-4%
Cc1ccc(N2CC(C(=O)NC(C)CCc3ccccc3)CC2=O)cc1 (stereo unspecified)	-15%	2	-4	-12%	5%	-1%	-3%
CCOC(=O)C1CCN(C(=O)COc2ccc(Br)cc2C)CC1	42%[activator]	-4	10	7%	-34%[1.15 µM]	1%	-1%
O=C(O)COc1ccc(F)cc1Br	0%	1	-4	18%	36%[activator]	2%	-1%
O=C(NCC(c1ccco1)N1CCCC1)c1ccc(S(=O)(=O)Nc2ccccc2Cl)cc1 (stereo unspecified)	-2%	nt	nt	?	-25%	nt	-5%
CCN(c1ccccc1)S(=O)(=O)c1cc(C(=O)Nc2ccc(F)c(F)c2)ccc1F	-14%	-2	-6	4.5µM*	?	1%	-6%
CCN(CC)C(=O)CN1C(=O)C2(OCC(C)(C)CO2)c2ccccc21	-31%	nt	nt	23%	-21%	nt	0%
COc1ccc(COc2cc(-c3cccc(OC)c3)nc3ccc(NC(=O)c4ccc(N(C)C)cc4)cc23)cc1	2.9µM*	1&-1	-5&13	?	2.3µM*	1%	0%
CC1=C(C(N)=O)C(c2ccc(C)o2)C(C(N)=O)=C(C)N1	21%	-3	13	13%	18%	-4%	-10%
Cc1cc(-c2n[nH]c(=S)o2)c(C)n1-c1ccccc1	168%[activator]	17	34	5%	1%	-2%	?
COc1ccc(S(=O)(=O)c2cnc3ccccc3n2)cc1	13µM*	2	16	2%	?	-2%	-2%
CCSc1nnc(CCNC(=O)OC(C)(C)C)o1	nt	-3	-7	19%	22%	0%	10%
COC(=O)c1ccccc1NC(=O)CSc1n[nH]c(-c2ccncc2)n1	?	-2	5	?	81%[activator]	1%	4%
COC(=O)c1ccc(COc2ccc(-c3nn[nH]n3)cc2)cc1	62%[activator]	-2	-9	7%	-7%	-8%	-10%

Remaining list, next part
SMILES	Pf growth 96h	Cycloheximide cs	Shiga inhibitor	HCV inhibitor	Pf growth 48h	LmPK inh	TbPYK inhibitor
CC1(C)Cc2ccccc2-c2nnc(-c3ccc(O)cc3)n21	155%[activator]	-1	-9	2%	-7%	-4%	8%
COc1ccc(C(=O)NCCS(=O)(=O)NCc2ccccc2)cc1	8%	nt	nt	-1%	2%	nt	-5%
CCOCCCNC(=O)Cc1ccc(OC)c(OC)c1	21%	-2	-9	-21%	-15%	-1%	2%
Cc1ccc(C)c(NC(=O)COC(=O)CNC(=O)c2ccccc2Cl)c1	21%	-4	-7	10%	9%	-2%	-19%
COc1cc(/C=C2\C(=O)ON=C2c2ccccc2)cc(Br)c1O	-72%	-2	-2	-19%	-11%[0.00184 µM]	-7%	1%
CCOC(=O)CSc1ncnc2c1sc1nc(N3CCOCC3)c3c(c12)CCCC3	-12%	13	10	5%	nt	-2%	-11%
Cc1ccc(C(C)NC(=O)Cc2cccs2)cc1C (stereo unspecified)	-9%	3	-20	6%	13%	0%	-21%
COCCCNC(=O)/C=C/c1ccc(Cl)cc1	91%[activator]	21*	50*	0%	31%[activator]	8%	-9%
Cn1nnnc1SCCNCc1ccccc1OCc1ccc(Cl)cc1	12µM*	-5	-8	?	?	2%	7%
C[C@]12CCC(=O)C[C@@H]1CC[C@@H]1[C@@H]2CC[C@]2(C)[C@@H](C(=O)COC(=O)CCC(=O)O)CC[C@@H]12	-19%&0%	-4&1	-4&-5	18%&4%	-13%&-2%	-9%&3%	3%&-9%
Oc1ccc(Cl)cc1C=Nc1ccc(Br)cc1	?	18	10	-9%	32%[activator]	-9%	0%
COc1ccc(CCNC(=O)c2c(C)nn(-c3ccccc3)c2Cl)cc1	?	-3	15	-25%	18%	-8%	2%
O=C(CCN1CCN(c2ccccc2)CC1)N/N=C/c1ccccc1O	-12%	11	51	?	?	7%	-1%

Not a hit list; about 24% have a hit in one of these screens.
